MC4R antag cAMP – MC4R antagonists of cAMP signaling, primary screen, cell-based, TR-FRET, antagonist arm of biased-ligand search; MC4R-expressing cells, MTII-stimulated cAMP, LANCE TR-FRET; Melanocortin receptor 4 (Homo sapiens), P32245; hit rate 0.48% among 360,000; inhibition, % at 6.5 µM;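 active = inhibition above its plate's cutoff, the mean of tested wells on that plate plus 3 SD, cut at about 29% in these data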;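 note: 0% = Melanotan II alone and 100% = Melanotan II plus saturating MCL0020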
Target sequence (P32245 whole entry, looked up): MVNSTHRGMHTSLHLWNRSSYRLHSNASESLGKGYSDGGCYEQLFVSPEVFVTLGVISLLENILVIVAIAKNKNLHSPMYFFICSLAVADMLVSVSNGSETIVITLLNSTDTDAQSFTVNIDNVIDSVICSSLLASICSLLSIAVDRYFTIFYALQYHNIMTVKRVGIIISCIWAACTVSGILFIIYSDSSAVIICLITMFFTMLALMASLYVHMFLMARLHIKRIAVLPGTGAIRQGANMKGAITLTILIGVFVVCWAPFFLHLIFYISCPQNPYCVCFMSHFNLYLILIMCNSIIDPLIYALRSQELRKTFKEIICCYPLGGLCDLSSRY
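Assay system: U2OS cells stably expressing human melanocortin 4 receptor (MC4R) / Dosing: 6.5 µM / Timing: compound 30 min, challenge 1 h, detection 1 h / Measured by: Eu-cAMP/anti-cAMP TR-FRET, emission 671 nm / Replicates: singlicate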
ABHD5 PLIN5 PPI – ABHD5-PLIN5 interaction inhibitors, primary screen, cell lysate, split luciferase complementation, luminescence; inhibition, % at 4 µM; hit rate 0.78% among 360,000; Perilipin-5 (Homo sapiens) + 1-acylglycerol-3-phosphate O-acyltransferase ABHD5 (Homo …; AID 602281, 2012; Split G. princeps luciferase complementation, 4 h;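 active = inhibition above the mean inhibition across every tested compound plus 3 SD, cut at about 22% in these data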;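 note: 0% = DMSO only wells and the 100% control is not disclosed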
LMP1 NFkB inh – EBV LMP1-driven NF-kappaB luciferase reporter inhibitors, primary screen, cell-based, luminescence, single point; hit rate 0.69% among 350,000; inhibition, % at 12.5 µM; LMP1-induced NF-kappaB luciferase reporter cells; in the data active = inhibition above about 41%;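 note: 0% = neutral control wells and 100% = reference inhibitor control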
NCOA2 inhibitor – inhibition of GAL4-SRC2 driven luciferase reporter, primary screen, SRC2 inhibitor project, cell-based, luminescence; inhibition, % at 9 µM; HEK293 GAL4-SRC2 luciferase reporter; hit rate 0.17% among 370,000; Nuclear receptor coactivator 2 (Homo sapiens), Q15596;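 active = inhibition above the mean inhibition of all tested compounds plus 3 SD, set per campaign, cut at about 52% in these data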;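 note: 0% = DMSO treated cells and 100% = cells given Gossypol at 36 µM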
NCOA3 inh – SRC3 coactivator transcriptional activity inhibitors, primary screen, cell-based, luminescence | Nuclear receptor coactivator 3 (Homo sapiens), Q9Y6Q9 | HEK293 GAL4-SRC3 luciferase reporter | inhibition, % at 3.6 µM | hit rate 0.17% among 360,000;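 active = inhibition above a per-campaign cutoff, the mean of all compounds plus 3 SD, cut at about 60% in these data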;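 note: 0% = DMSO-treated cells and 100% = gossypol-treated cells at 36 µM; higher means less SRC3-driven luciferase light from the GAL4 reporter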
TLR9-MyD88 block – inhibitors of TLR9-MyD88 association in cells, primary screen, cell-based, CHO, BLA complementation, fluorescence; hit rate 0.21% among 340,000; AID 504734, 2011; CCF4 FRET ratio; inhibition, % at 4.98 µM;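 active = inhibition above the mean over all tested compounds plus 3 SD, cut at about 21% in these data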;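 note: 0% = DMSO only wells and 100% = clavulanate BLA inhibitor control wells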
SRC1 inh – SRC1 coactivator transcriptional activity inhibitors, primary screen, cell-based, luminescence | AID 588354, 2011 | hit rate 0.12% among 360,000 | inhibition, % at 3.6 µM | Nuclear receptor coactivator 1 (Homo sapiens), Q15788 | HEK293 GAL4-SRC1 luciferase reporter;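 active = inhibition above the campaign mean plus 3 SD, with each screening campaign given its own cutoff, cut at about 60% in these data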;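 note: 0% = DMSO treated cells and 100% = gossypol at 36 µM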
MC4R barr agon – MC4R agonists recruiting beta-arrestin, primary screen, cell-based, luminescence, agonist arm of biased-ligand search | activation, % at 8.9 µM | Melanocortin receptor 4 (Homo sapiens), P32245 | hit rate 0.98% among 360,000 | U2OS MC4R beta-arrestin complementation; percent of melanotan II response, DMSO zero;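 active = activation above a per-plate cutoff, the mean activation of sample wells on that plate plus 3 SD, cut at about 8% in these data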
NOD2 RIPK2 PPI – NOD2-RIPK2 binding disruptors in cells, primary screen, fluorescence, CHO cells, BLA complementation. CCF4 ratio. inhibition, % at 4.98 µM. hit rate 0.38% among 360,000. AID 624267, 2012; in the data active = inhibition above about 21%;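 note: 0% = vehicle only and 100% = reference blocker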
COUP-TFII inh – NR2F2 transcriptional activity inhibitors, primary screen, cell-based, luciferase reporter, HEK293T, luminescence. COUP transcription factor 2 (Homo sapiens), P24468. HEK293T NGFI-A luciferase reporter. inhibition, % at 8.6 µM. hit rate 0.7% among 370,000. AID 686940, 2013;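 active = inhibition above a per-plate cutoff, mean inhibition of test wells between control levels plus 3 SD, cut at about 38% in these data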;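 note: cells cotransfected with COUP-TFII expression vector driving the NGFI-A reporter; 0% = median of COUP-TF2 test wells and 100% = reporter-only cells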
Target sequence (P24468 whole entry, looked up): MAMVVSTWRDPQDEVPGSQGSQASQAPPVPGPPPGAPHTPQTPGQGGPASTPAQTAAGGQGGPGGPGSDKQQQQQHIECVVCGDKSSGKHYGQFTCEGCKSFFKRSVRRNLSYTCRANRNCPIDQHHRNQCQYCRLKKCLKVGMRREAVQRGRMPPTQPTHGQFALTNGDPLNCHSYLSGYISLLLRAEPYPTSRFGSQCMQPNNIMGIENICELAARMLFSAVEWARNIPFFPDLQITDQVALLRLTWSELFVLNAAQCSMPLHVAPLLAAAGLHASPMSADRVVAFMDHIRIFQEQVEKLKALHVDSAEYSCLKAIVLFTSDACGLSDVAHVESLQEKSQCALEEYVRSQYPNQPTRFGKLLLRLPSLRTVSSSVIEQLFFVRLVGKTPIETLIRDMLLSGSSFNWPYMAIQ
LRH-1 inv ag – LRH-1 (NR5A2) inverse agonists, primary screen, cell-based, luminescence, HEK293T, StAR-luciferase reporter; Nuclear receptor subfamily 5 group A member 2 (Homo sapiens), O00482; LRH-1 transfected, 24 h; inhibition, % at 3.6 µM; hit rate 0.13% among 360,000; AID 602396, 2012;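 active = inhibition above the mean inhibition of all tested compounds plus 3 SD, cut at about 73% in these data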;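 note: 0% = DMSO wells and 100% = reporter-only cells lacking LRH-1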
* marks the source's active call; other numbers are inactive results; · = no result given. Only part of the results is shown. The share of hits here may be higher or lower than overall.

No. | MC4R barr agon | SRC1 inh | TLR9-MyD88 block | NOD2 RIPK2 PPI | LMP1 NFkB inh | LRH-1 inv ag | MC4R antag cAMP | COUP-TFII inh | NCOA2 inhibitor | ABHD5 PLIN5 PPI | NCOA3 inh | Structure
1 | -0.4 | 5 | -1 | -8 | -1 | 5 | -2 | -20 | 0 | -1 | 6 | Cc1cccc2c1CC(C)(C)N=C2C1=C(O)CCCC1=O
2 | 1.4 | -15 | -5 | -2 | -1 | -3 | 8 | -2 | 4 | -3 | -5 | O=C(Nc1cccc([N+](=O)[O-])c1)N1CCN(c2ccccc2)CC1
3 | 4.9 | -20 | -5 | 8 | 8 | 17 | 4 | 11 | 7 | 1 | 8 | Cn1c(CNC(=O)C2CCCCC2)cc2cc(Cl)ccc21
4 | -0.1 | -17 | 14 | -1 | 1 | 8 | 5 | 4 | -16 | 0 | -5 | Cc1nc(-c2ccc(Cl)cc2)sc1C1(C)CC(c2ccc(Br)cc2)=NO1 (configuration not stated)
5 | -1.6 | -6 | -3 | -3 | -3 | 7 | -2 | -1 | -5 | -5 | -17 | Cc1ccc(S(=O)(=O)C(C)C(=O)NCCS(=O)(=O)c2ccc(Cl)cc2)cc1 (configuration not stated)
6 | -0.8 | -9 | -5 | -9 | 5 | 8 | 13 | 8 | -28 | -3 | 18 | COC(=O)c1cc(NC(=O)CC2CCCC2)cc(C(=O)OC)c1
7 | -0.3 | -8 | 2 | -6 | -1 | 12 | 2 | -12 | -9 | -3 | 14 | COC(=O)/C(=C/c1ccco1)NC(=O)c1ccco1
8 | -0.4 | -12 | -5 | 3 | -13 | 4 | 9 | 0 | 11 | 7 | 3 | C=CCOc1ccc(/C=C/C(=O)OCC(=O)NCCCc2ccccc2)cc1
9 | 2.7 | -5 | -4 | -1 | -4 | 11 | 17 | 5 | 9 | -5 | -2 | Cc1ccccc1-c1nc(CS(=O)(=O)CC(=O)N2CCc3ccccc3C2)c(C)o1
10 | -1.0 | -14 | -10 | -4 | 1 | 17 | -3 | -4 | -8 | 3 | -2 | CCN(Cc1nc(-c2ccccc2)no1)C(=O)c1ccc2c(c1)OCO2

Entries of single compounds, quoted from the list:
`Cc1nc(-c2ccc(Cl)cc2)sc1C1(C)CC(c2ccc(Br)cc2)=NO1` (configuration not stated) is listed with MC4R barr agon = -0.1; SRC1 inh = -17; TLR9-MyD88 block = 14; NOD2 RIPK2 PPI = -1; LMP1 NFkB inh = 1; LRH-1 inv ag = 8; MC4R antag cAMP = 5; COUP-TFII inh = 4; NCOA2 inhibitor = -16; ABHD5 PLIN5 PPI = 0; NCOA3 inh = -5
`Cc1cccc2c1CC(C)(C)N=C2C1=C(O)CCCC1=O` is listed with MC4R barr agon = -0.4; SRC1 inh = 5; TLR9-MyD88 block = -1; NOD2 RIPK2 PPI = -8; LMP1 NFkB inh = -1; LRH-1 inv ag = 5; MC4R antag cAMP = -2; COUP-TFII inh = -20; NCOA2 inhibitor = 0; ABHD5 PLIN5 PPI = -1; NCOA3 inh = 6
`CCN(Cc1nc(-c2ccccc2)no1)C(=O)c1ccc2c(c1)OCO2` is listed with MC4R barr agon = -1.0; SRC1 inh = -14; TLR9-MyD88 block = -10; NOD2 RIPK2 PPI = -4; LMP1 NFkB inh = 1; LRH-1 inv ag = 17; MC4R antag cAMP = -3; COUP-TFII inh = -4; NCOA2 inhibitor = -8; ABHD5 PLIN5 PPI = 3; NCOA3 inh = -2

Two compounds from above with just TLR9-MyD88 block and NOD2 RIPK2 PPI.
cpd	SMILES	TLR9-MyD88 block	NOD2 RIPK2 PPI
2	O=C(Nc1cccc([N+](=O)[O-])c1)N1CCN(c2ccccc2)CC1	-5	-2
3	Cn1c(CNC(=O)C2CCCCC2)cc2cc(Cl)ccc21	-5	8

Additional entries follow.
No. | MC4R barr agon | SRC1 inh | TLR9-MyD88 block | NOD2 RIPK2 PPI | LMP1 NFkB inh | LRH-1 inv ag | MC4R antag cAMP | COUP-TFII inh | NCOA2 inhibitor | ABHD5 PLIN5 PPI | NCOA3 inh | Structure
11 | 0.5 | -9 | 1 | -5 | · | 14 | -1 | -19 | 17 | 6 | 14 | Cn1c(=O)c2sccc2n2c(CCCC(=O)NCc3cccnc3)nnc12
12 | -0.7 | 7 | 2 | -1 | -5 | -2 | 12 | 6 | 18 | 3 | 7 | O=C(N/C(=C/c1cccnc1)C(=O)N1CCOCC1)c1ccccc1Br
13 | -2.1 | 14 | -10 | 5 | -3 | 14 | 7 | 7 | 16 | -9 | 8 | Cc1onc(-c2c(F)cccc2Cl)c1C(=O)NC1CCCCCC1
14 | 0.2 | -4 | 4 | -9 | 8 | 20 | 5 | 10 | -9 | 5 | 18 | CCOc1ccc(NC(=S)N2CCCN(Cc3cc(C)ccc3C)C2)cc1
15 | -0.1 | 10 | 2 | -9 | 19 | -2 | 3 | 8 | 16 | 8 | 17 | COc1ccc(-c2cc3ccccc3nc2N)cc1OC
16 | -2.2 | -74 | -6 | 4 | -6 | -17 | 4 | -7 | -15 | 8 | -14 | Cc1cccc(/C=N/NC(=O)c2cccc(Cl)c2)n1
17 | -2.5 | -29 | -2 | 1 | -16 | 8 | 5 | -4 | 0 | -7 | -12 | COC(=O)C1=C(C)N(CCCC(=O)O)C(=O)NC1c1ccc(-c2ccccc2)cc1 (configuration not stated)
18 | -0.8 | -22 | 0 | -7 | 1 | 4 | -5 | 9 | 1 | 4 | 2 | COc1cccc(-c2nc(CN3CCN(C(=O)c4ccco4)CC3)c(C)o2)c1OC
19 | -2.2 | -95 | -3 | 6 | -35 | -173 | -5 | -30 | -41 | 8 | -90 | Cc1ccc(-n2c(C)cc(/C=C(\C#N)C(=O)NCC3CCCO3)c2C)cc1 (configuration not stated)
20 | · | · | · | -18 | · | 7 | · | -15 | -2 | -5 | · | CC1(C(=O)NCc2ccccc2)CN(S(C)(=O)=O)CC(=O)N1CCc1ccccc1 (configuration not stated)
21 | 0.6 | -2 | -8 | 7 | -13 | 5 | 12 | 4 | -12 | -2 | -10 | CCCCCc1ccc(-c2cn(CCc3c[nH]c4ccccc34)nn2)cc1
22 | 0.8 | 93* | -5 | -7 | 96* | 93* | -10 | 100* | 95* | -3 | 92* | COc1cc(SC)ccc1C(=O)Nc1nc2ccccc2[nH]1
23 | -0.1 | 9 | -3 | -1 | 0 | 18 | 16 | 3 | -2 | -3 | -9 | CC(=O)c1ccc(NCC(=O)N2CCN(S(=O)(=O)c3ccccc3)CC2)cc1
24 | -3.2 | -1 | 6 | -9 | 4 | 16 | 4 | 5 | 2 | 3 | 13 | NS(=O)(=O)c1ccc(CCNC(=O)COC(=O)Cc2c(F)cccc2Cl)cc1
25 | 1.7 | -1 | 5 | -3 | 1 | 11 | 7 | 16 | -14 | -2 | -4 | O=C(CCS(=O)(=O)c1ccccc1)Nc1ccc(N2CCOCC2)cc1
26 | 0.4 | 2 | · | -8 | · | -5 | 4 | 9 | -5 | -5 | 0 | CC(C)(C)c1ccc(CC(=O)N2CCC2(C)C(=O)Nc2cccc3cccnc23)cc1 (configuration not stated)
27 | 0.4 | -8 | -1 | -3 | -8 | -2 | 4 | 8 | -21 | 4 | 2 | CC(C)NC(=O)COc1ccc(S(=O)(=O)N2CCCC2)cc1
28 | -3.2 | 10 | -10 | -22 | -6 | -8 | -1 | -3 | 4 | 0 | 5 | Cc1ccc(C(NC(=O)/C=C\c2ccc3c(c2)OCO3)C(=O)Nc2ccc3c(c2)OCO3)cc1 (configuration not stated)
29 | -0.7 | 18 | -2 | -1 | -23 | 31 | 4 | -5 | -6 | -1 | 29 | COC(=O)c1sc(NC(=O)c2cccc([N+](=O)[O-])c2)c(C(N)=O)c1C
30 | 0.4 | -10 | 0 | -10 | -6 | -13 | 7 | 7 | -17 | -2 | -8 | O=C(NCc1ccc2c(c1)OCO2)C1CCCN(S(=O)(=O)c2cccs2)C1 (configuration not stated)
31 | 1.4 | 12 | -2 | -14 | 12 | 9 | 3 | 6 | 0 | 12 | 6 | Cc1cccc(NC(=S)NC2CCN(Cc3ccccc3)CC2)c1C
32 | -1.3 | -8 | -2 | -3 | 9 | 11 | 17 | 8 | -11 | 0 | 4 | CSCC(=O)N1CCCC(CO)(Cc2ccccc2C)C1 (configuration not stated)
33 | -1.5 | -16 | 7 | 2 | -7 | 11 | 4 | -3 | -4 | 2 | -28 | COc1ccc(CN2CCNC(=O)C2CC(=O)N(C)Cc2ccno2)c(F)c1 (configuration not stated)
34 | -2.0 | -11 | 1 | -18 | -1 | 12 | 3 | -1 | 24 | 9 | -5 | COCCn1c(SCC(=O)NC2CC2)nnc1-c1ccco1
35 | -0.1 | 13 | 0 | 5 | -7 | -12 | 9 | 6 | -41 | 2 | 12 | Cc1csc2c(N(C)CCO)ncnc12
36 | 2.4 | 0 | -7 | -3 | 5 | 18 | 3 | -14 | 13 | 3 | 8 | O=C(c1ccccc1Br)N(Cc1ccccc1)c1ccccc1
37 | -0.7 | 0 | 2 | 6 | -1 | -19 | 21 | 19 | -6 | -13 | -5 | O=C(Nc1ccc(-c2csc(Nc3ccccc3)n2)cc1)c1cccc(C(F)(F)F)c1
38 | -1.4 | 0 | 3 | -9 | 7 | -10 | 4 | 20 | 12 | -3 | 18 | CCOC(=O)C(NC(=O)c1cccc(Cl)c1)(Nc1sc2c(c1C(N)=O)CCC2)C(F)(F)F (configuration not stated)
39 | 5.2 | -7 | -4 | 21 | 2 | 16 | -6 | 6 | -13 | 3 | -23 | CC(C)(C)OC(=O)NCCCCCNC(=O)c1[nH]cnc1C(=O)N[C@@H](Cc1ccccc1)C(=O)OCc1ccccc1
40 | 1.2 | -8 | -8 | 0 | 10 | -18 | -4 | 6 | -17 | 0 | 9 | Cc1cccc(C(=O)Nc2ccccc2-c2nnn(CC(=O)Nc3ccc4c(c3)OCCO4)n2)c1

Bioassay records (PubChem BioAssay)
